# Keap1 Nrf2 FP – Keap1-Nrf2 protein-protein interaction inhibitors, primary screen, biochemical, fluorescence polarization, single point | Keap1 Kelch-Nrf2 peptide fluorescence polarization, 1536-well | inhibition, % at 9.4 µM | 0.15% of 340,000 active; in the data active = inhibition above about 12%;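 note: human Keap1 Kelch domain with fluorescein labeled Nrf2 9mer peptide probe; 0% = neutral control wells and 100% = peptide positive control; higher means more block of Keap1 binding to Nrf2 peptide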
# MOR-DOR inv ag – inverse agonists of MOR-DOR heterodimerization, primary screen, cell-based, luminescence; cell-based MOR-DOR heterodimer luminescence, inverse agonism; 0.21% of 340,000 active; AID 504357, 2011; inhibition, % at 9.3 µM; Mu-type opioid receptor (Homo sapiens) + Delta-type opioid receptor (Homo sapiens), …; in the data active = inhibition above about 22%, passing the limit was not always enough;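 note: 0% = cells with DMSO and 100% = wells without cells with DMSO; values of inactives mirror those of a sister screen read the other way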
# Target sequence (P35372 whole entry, looked up): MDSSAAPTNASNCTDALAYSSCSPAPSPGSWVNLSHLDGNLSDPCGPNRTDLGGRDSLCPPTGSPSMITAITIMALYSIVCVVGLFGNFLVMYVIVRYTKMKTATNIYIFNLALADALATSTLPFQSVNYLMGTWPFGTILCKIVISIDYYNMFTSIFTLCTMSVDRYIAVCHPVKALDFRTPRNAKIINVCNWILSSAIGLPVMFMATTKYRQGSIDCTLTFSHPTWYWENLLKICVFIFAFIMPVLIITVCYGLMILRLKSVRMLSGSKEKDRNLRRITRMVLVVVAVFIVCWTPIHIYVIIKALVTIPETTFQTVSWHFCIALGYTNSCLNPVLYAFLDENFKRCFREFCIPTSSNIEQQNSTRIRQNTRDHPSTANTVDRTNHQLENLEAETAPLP
# Target sequence (P41143 whole entry, looked up): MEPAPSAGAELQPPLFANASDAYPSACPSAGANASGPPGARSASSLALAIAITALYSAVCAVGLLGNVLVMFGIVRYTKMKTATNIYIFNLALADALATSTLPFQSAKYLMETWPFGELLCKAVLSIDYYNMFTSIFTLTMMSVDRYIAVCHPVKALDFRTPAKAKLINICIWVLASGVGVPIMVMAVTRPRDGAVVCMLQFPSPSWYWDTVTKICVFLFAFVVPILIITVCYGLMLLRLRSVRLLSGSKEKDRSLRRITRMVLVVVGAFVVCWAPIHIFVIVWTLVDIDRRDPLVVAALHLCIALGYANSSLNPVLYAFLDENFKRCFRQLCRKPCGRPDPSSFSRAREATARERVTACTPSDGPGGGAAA
# LANA DNA inh – inhibitors of KSHV C-LANA binding to DNA, primary screen, biochemical, fluorescence polarization, FAM-LBS DNA, MBP-C-LANA, single point; Kaposi's sarcoma herpesvirus LANA C-terminal domain (residues 932-1162) DNA binding; 0.078% of 340,000 active; inhibition, % at 9 µM;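 active = highest replicate inhibition at or above 60% at 9 µM, even if other replicates fall short; inactive = all replicates below 60% inhibition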;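 note: 0% = neutral control wells and 100% = 4 µM acridine orange control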
# HTR5A ag – HTR5A agonists in luminescence cell assay, primary screen, counter-screen for OPRM1-OPRD1 heterodimer agonist project, full-deck HTS. activation, % at 9.3 µM. cell-based. 0.61% of 340,000 active. AID 504692, 2011; in the data active = activation mostly above about 9.5%, no sharp cut-off; inactive = mostly below about 7.6%;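 note: 0% = cells with vehicle only and 100% = reference agonist; strong numbers were not always called active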
# HTR5A inv ag – HTR5A inverse agonists in luminescence cell assay, primary screen, counter-screen for OPRM1-OPRD1 heterodimer inverse agonist project, full-deck HTS. inhibition, % at 9.3 µM. AID 504634, 2011. 0.083% of 340,000 active. 5-hydroxytryptamine receptor 5A (Homo sapiens), P47898. HTR5A cell line, inverse agonism; in the data active = inhibition mostly above about 23%, no sharp cut-off; inactive = mostly below about 18%;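 note: 0% = cells with DMSO and 100% = no-cell wells with DMSO; some compounds called inactive have numbers as strong as hits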
# MOR-DOR ag – agonists of OPRM1-OPRD1 heterodimerization, primary screen, cell-based, luminescence | Mu-type opioid receptor (Homo sapiens) + Delta-type opioid receptor (Homo sapiens), … | AID 504326, 2011 | 0.3% of 340,000 active | activation, % at 9.3 µM | cells; in the data active = activation above about 18%;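 note: 0% = vehicle-treated cells and 100% = reference agonist; values of inactives mirror those of a sister screen read the other way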
# RTF Ca sens act – cardiac RTF calcium sensitivity activators, primary screen, biochemical, IANBD-TnC fluorescence, EC20 calcium. AID 493008, 2010. IANBD-labeled TnC RTF fluorescence at EC20 calcium; 0% EC20 calcium, 100% full calcium. 0.24% of 340,000 active. Troponin I, cardiac muscle (Homo sapiens) + Troponin T, cardiac muscle (Homo sapiens) + …. activation, % at 7.2 µM;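 active = activation above the mean over all tested compounds plus 3 SD, cut at about 30% in these data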;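 note: rise in fluorescence read as greater calcium sensitivity of cardiac thin filaments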
# V-ATPase pHluor – regulators of yeast V-ATPase proton pumping, primary screen, pHLuorin cytosolic pH fluorescence; response, % at 10 µM; 0.37% of 350,000 active; S. cerevisiae; in the data active = response mostly above about 7.3%, no sharp cut-off; inactive = mostly below about 5.4%; note: actives read high; inactives centre near 0; some compounds called inactive have numbers as strong as hits; reference of the scale not given here
# Cardiac RTF inh – cardiac RTF calcium sensitivity inhibitors, primary screen, biochemical, IANBD-TnC fluorescence, EC70 calcium | inhibition, % at 7.15 µM | 0.12% of 340,000 active | IANBD-labeled cardiac RTF, Ca2+ fluorescence;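 active = inhibition above the mean inhibition of all tested compounds plus 3 SD, cut at about 17% in these data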;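 note: assay run at fixed EC70 calcium of 1.6 mM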
# CAL PDZ FP – untagged CAL PDZ binding inhibitors, primary screen, biochemical, fluorescence polarization, HTS; Golgi-associated PDZ and coiled-coil motif-containing protein (Homo sapiens), Q9HD26; AID 602252, 2012; 0.92% of 300,000 active; inhibition, % at 24.9 µM; purified CAL PDZ, TMR-peptide fluorescence polarization, 1 h;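 active = mean inhibition of at least 30% with at least half of replicates also reaching 30%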;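 note: 0% = DMSO neutral control and 100% = excess unlabeled competitor peptide PRC23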
# An asterisk follows results filed as active; · = no result given.
SMILES,Keap1 Nrf2 FP,MOR-DOR inv ag,LANA DNA inh,HTR5A ag,HTR5A inv ag,MOR-DOR ag,RTF Ca sens act,V-ATPase pHluor,Cardiac RTF inh,CAL PDZ FP
NC(=O)COC(=O)c1cc([N+](=O)[O-])ccc1NCCO,-3,14,0.5,-2,5,-2.6,6,7,5,-4
COCCCn1c(=NC(=O)c2ccncc2)c(C#N)cc2c(=O)n3cccc(C)c3nc21,4,15,15,-4,32,-3.0,11,5,-6,-2
COC(=O)CCC(=O)Nc1ccccc1C(=O)Nc1ccccc1,-8,3,0.7,-2,5,-0.7,-2,-1,6,-2
CCN(CC(=O)Nc1cc(Cl)ccc1C)C(=O)Cc1sc(C)nc1-c1ccc(F)cc1,-6,16,-1.5,0,12,-3.2,-9,-5,-3,·
COc1ccc(-c2nc3ccc(C(=O)NCC(OC)OC)cc3nc2-c2ccc(OC)c(OC)c2)cc1OC,-1,11,-1.3,-3,10,-2.4,7,0,-1,0
COCCNC(=O)CN(CC1CCCO1)C(=O)CCC(=O)Nc1ccccn1 (configuration not stated),-3,-8,-0.1,-1,15,1.9,1,3,-2,·
c1ccc(C(=C2CCCO2)c2ccccc2)cc1,-1,3,-1.7,1,-4,-0.5,-4,0,-7,-4
COc1ccc(CNC(=O)CN(C)S(=O)(=O)c2ccc(Cl)cc2)cc1,0,3,-0.9,7,-4,-0.6,-2,-3,-2,·
C/C(=N/NC(=O)c1cc(O)c(O)c(O)c1)c1ccc([N+](=O)[O-])cc1,-2,-16,76*,4,1,2.3,0,1,-3,-4
CN(Cc1ccccc1)C(=O)CN1CCN(S(=O)(=O)c2ccc(Cl)c(Cl)c2)CC1,5,9,1.1,-5,12,-2.2,3,-2,-2,-7
CC(=O)C1=C(NC(=O)c2ccc(F)cc2)CC2C1C2(C)C (configuration not stated),3,-23,1.4,3,-5,4.3,-7,1,-5,4
OCC1(Cc2ccccc2)CCN(Cc2ccc(-c3ccco3)cc2)CC1,-5,4,-0.3,-1,9,-0.7,3,0,-3,·
COc1ccc(/C=C(\C#N)C(=O)OCC(=O)NC(=O)NCCC(C)C)cc1,-3,-40,-1.2,0,7,7.9,-1,3,-13,-1
CCN1C(=O)/C(=C/c2ccc(N3CCCC3)cc2)NC1=S,-34,-16,-5.1,1,-14,3.2,151*,-2,-181,-4
C/C(=C\C(=O)c1ccc(Br)cc1)NNC(=O)c1ccc(O)cc1,2,4,-0.3,2,-8,-0.8,-7,4,2,-8
Cc1ccc(-n2c(C)cc(C)c(C#N)c2=O)cc1C,0,10,0.6,1,6,-2.1,4,0,-21,-3
O=C(Cc1cccc2ccccc12)Nc1cc(Cl)ccc1C(=O)O,-4,6,-1.5,-2,9,-1.2,-6,-3,-4,-2
COc1ccccc1Cn1c(-c2ccccc2OC)nc2ccccc21,-2,20,0.8,2,-4,-3.2,-8,0,6,-2
COc1ccc(C2=NN(c3ccc(C(=O)O)cc3)C(c3ccc(OC)c(OC)c3)C2)cc1 (configuration not stated),0,-19,-1.0,-1,3,2.5,-9,-1,4,4
O=C(CNC(=O)c1ccc(F)cc1)N/N=C/c1cccnc1,-9,22,0.6,-6,16,-4.1,7,0,4,-5
Cc1ccc(-n2nc3c(n2)/C(=N/O)CC/C3=N\O)cc1,-1,-5,-0.5,-2,-14,0.8,-7,-5,-6,-2
Cc1c(N2C(=O)/C(=C3\C(=O)N(CC(=O)O)c4ccccc43)SC2=S)c(=O)n(-c2ccccc2)n1C,-10,-24,0.2,-6,-24,4.9,-1,0,-1,8
Cc1ccccc1-n1ccnc1SCC(=O)NC1CCCC1,-3,10,1.0,-1,15,-2.0,5,3,8,-2
CCOC(=O)C1CCN(C(=O)COC(=O)c2c(C)c(CC)nc3ccccc23)CC1,0,12,-0.2,6,-15,-2.8,-5,1,0,·
COc1ccc(Cl)cc1S(=O)(=O)N1CCN(c2ccc(F)cc2)CC1,-1,-5,-0.8,0,-6,0.9,4,4,-19,-6
COc1ccc(NC(=O)C(OC(=O)c2cnccn2)c2ccccc2)cc1Cl (configuration not stated),3,13,-0.6,3,17,-2.4,-3,-1,-4,-4
COc1cc(NC(=O)c2ccc(NS(=O)(=O)c3c(C)noc3C)cc2)cc(OC)c1,-1,2,-0.7,1,-5,-0.4,0,5,-7,·
COc1ccc(OCC(=O)NCCNC(=O)c2ccccn2)cc1,-5,-1,-1.6,15,-40,0.2,-7,0,4,-3
Cc1c(O)ccc2c(-c3ccccc3)cc(=O)oc12,7,-8,1.1,4,-15,1.7,6,2,-5,-3
Cn1ccnc1SCC(=O)Nc1ccc(Oc2ccccc2)cc1,0,-3,0.6,4,-12,0.5,-4,2,-11,-2
Cc1ccc(SCC(=O)NC(=O)Nc2ccc3c(c2)OCCO3)cc1C,-3,-4,0.1,2,-43,0.8,3,0,11,-2
Cc1c(Cl)cccc1NC(=O)CC(C(=O)O)C1CCCO1 (configuration not stated),2,13,-0.6,0,9,-3.0,-3,-2,0,-3
O=C(OCc1nnc(-c2ccccc2)o1)c1cc(F)c(F)cc1Cl,0,-13,4.1,0,0,2.7,0,1,2,-1
O=C(Nc1nc2c(Cl)ccc(Cl)c2s1)C1CC1,-1,-7,0.4,0,-1,1.1,5,3,-8,·
Cn1c(Cl)c(/C=N/OC(=O)C(C)(C)C)c2ccccc21,-3,-26,-1.0,-3,8,4.7,-2,-2,-1,-2
CCOC(=O)C1=C(C)NC(C)=C(C(=O)OCC)C1c1ccc(O)cc1,-6,9,4.7,-6,13,-2.3,-3,0,1,0
O=C(NCCO)C1(c2ccccc2)CCCC1,-1,9,-0.4,-2,13,-2.0,0,-2,-5,·
COC(C/C=C/[C@@H](O)[C@@H](C)OCc1ccccc1)OC,-5,10,-0.7,3,-18,-1.8,1,-3,-2,-2
COc1ccc2c(c1)CC/C(=C/c1ccccn1)C2=O,-4,-2,0.0,1,-4,0.3,-1,·,2,-2
COC(=O)/C=C/C(=O)Nc1cccc(C(F)(F)F)c1,-1,-1,1.3,1,16,0.2,-4,3,9,0
Cc1ccccc1Cn1nc(C)c(NC(=O)c2cc3n(n2)C(C(F)F)CC(C(F)F)N3)c1C (configuration not stated),-2,-1,0.9,0,13,0.2,-3,-3,-5,0
C=CCNC(=O)c1onc(CSc2ccc(C(C)C)cc2)c1C(=O)O,6,15,-0.6,-4,-10,-3.2,4,8,-16,-3
Cc1cccc(NC(=O)COc2coc(CN3CCN(Cc4ccccc4)CC3)cc2=O)c1,0,4,-0.3,-6,14,-0.7,8,9,1,-3
NC(=O)C1CCN(C(=O)C23CC4CC(CC(C4)C2)C3)CC1,-7,5,0.2,3,-12,-0.8,-3,-3,4,-1
CCCc1[nH]nc2c1C1(C(=O)N(CC)c3ccccc31)C(C#N)=C(N)O2 (configuration not stated),1,-5,-2.1,-1,23,1.0,3,-5,-7,-5
COc1ccc2[nH]c(=O)c(CN(CCCN(C)C)C(=O)Nc3ccc(F)cc3)cc2c1,-6,8,-0.3,-1,3,-1.4,0,-1,-5,-2
COc1ccc(N(Cc2cc3ccccc3[nH]c2=O)S(=O)(=O)c2ccccc2)cc1,1,5,1.2,6,-16,-0.9,2,-1,6,-3
CCOc1ccccc1NC(=O)COC(=O)C1CC1,-6,2,-1.0,0,1,-0.4,0,-2,3,-6
COCCNC(=O)C12CC3CC(C1)CC(c1ccccc1)(C3)C2,-5,11,1.0,-1,3,-2.2,-2,1,-4,0
COC(=O)COc1ccc(NS(=O)(=O)c2cccc([N+](=O)[O-])c2)cc1,-3,4,0.3,-5,13,-0.8,4,0,-8,-1
COc1cccc(/C=N/n2nnnc2N)c1OCc1ccccc1Cl,0,-11,0.9,1,25,2.2,0,3,-2,-7
c1ccc(SCc2nc(-c3cccnc3)no2)cc1,3,15,1.2,0,15,-2.6,0,3,7,-2
CN(CCC1CCCCO1)C(=O)c1cc(COc2ccc(F)cc2F)on1 (configuration not stated),3,-1,0.4,6,4,0.1,1,-2,-13,-4
CCc1ccccc1NC(=O)CNC(=O)CCNC(=O)Nc1ccccc1,3,22,-0.3,0,11,-5.8,-4,-8,-11,-1
Cc1cc(C)c(S(=O)(=O)NCc2ccc3c(c2)cc(C)n3C)c(C)c1,-2,6,1.3,4,-11,-1.1,-1,0,-11,·
Cc1c(C)c2c(OCC(=O)NCC(=O)NCC(=O)O)cc3c(c2oc1=O)CCC(C)(C)O3,1,21,-0.2,-3,13,-4.7,2,0,-1,-5
COc1ccccc1OCCn1c(SCC(=O)O)nc2ccccc21,5,10,·,0,3,-1.9,8,-2,-11,·
Cc1ccc(C)c(NC(=O)Cn2nnc(C(=O)NCc3ccco3)c2N)c1,-4,14,1.7,-1,-9,-2.7,-4,-5,-8,-2
COc1ccccc1N1CCN(C(=O)Cc2cccs2)CC1,-3,11,0.9,-11,26,-2.3,-1,-2,-7,-5
Cc1ccoc1C(=O)Nc1cccc(Oc2ccccc2)c1,-1,-11,0.2,-7,18,2.5,-5,-3,0,1

# Next part.
SMILES,Keap1 Nrf2 FP,MOR-DOR inv ag,LANA DNA inh,HTR5A ag,HTR5A inv ag,MOR-DOR ag,RTF Ca sens act,V-ATPase pHluor,Cardiac RTF inh,CAL PDZ FP
O=C(COC(=O)c1c[nH]c2ccccc12)Nc1ccccc1,4,-10,-1.4,-1,4,1.9,-4,-2,1,-5
CC(=O)N1CCC(C(=O)NCCOc2cccc(C)c2)CC1,5,-13,1.1,4,-12,2.2,-2,6,1,1
O=C(Nc1sc2c(c1C(=O)O)CCCCC2)c1ccccc1F,-2,3,-0.2,-1,-5,-0.5,-4,3,-12,-7
O=c1c(-c2ccccc2)c(O)nc2ccccn12,2,18,-1.1,4,-9,-3.1,3,1,-2,1
COc1ccccc1CNC(=O)COC(=O)c1cc(-c2ccco2)nc2ccccc12,-7,3,1.3,1,-3,-0.5,-9,1,9,-3
O=c1[nH]c2cc3c(cc2cc1CN(CC1CCCO1)S(=O)(=O)c1ccc(Cl)cc1)OCCO3 (configuration not stated),1,6,-0.6,0,4,-1.0,1,-1,4,-6
O=C1C(Cl)=C(Nc2ccccc2O)C(=O)N1c1ccccc1,1,-13,0.4,-4,10,2.3,-4,2,-10,3

# Assay outcomes (PubChem)
